# Compound activity: PubChem BioAssay, National Center for Advancing Translational Sciences (NCATS)
# Pf Dd2 inh: qHTS Primary assay for Inhibitors of Plasmodium falciparum Dd2 growth in vitro. P. falciparum Dd2 growth, SYBR Green, 72 h. Potency, µM (series often up to 28.9 µM), without a hit: at the highest dose activity, negative = inhibition, most hits filed as inhibitors. 120,000 tested, 4.3% active. AID 1347417, 2020; active = well fitted inhibition curve with a large enough effect; inconclusive = small, poorly fitted or top-dose-only effect; inactive = no such curve, though single readings can be large or run the other way;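 also: plate controls were DMSO vehicle for no effect and reference drug for full effect; nearly all actives have a fitted effect of over 65% in size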
#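 Readout: SYBR Green fluorescence, 485 nm excitation, 535 nm emission, after ~16 h lysis at 37C. Before that, Dd2-infected red cells (2.5% hematocrit) grew 72 h with compound, 29 uM top final concentration.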
# * hit, by the source's call; i = inactive; ? = inconclusive; [ ] = dose if it differs, or a comment. Potency is read from the fitted curve at half-maximal effect. These rows are one share of the data (hit frequency here may not be typical).
SMILES,Pf Dd2 inh
NS(=O)(=O)c1ccc(CCNC(=O)c2nnn3c2COC(c2ccc(F)cc2)C3)cc1 (stereo not drawn),i
CCOC(=O)c1c(NC(=O)c2ccc(F)cc2)sc2c1CCC(CC)C2 (stereo not drawn),20.2%
CN(CC1CCOCC1)S(=O)(=O)c1ccc(F)c(F)c1,-10.3%
CCOc1ccc(CCNC(=O)CSc2nnnn2-c2ccccc2)cc1OCC,-18.5%
Cc1ccccc1C(=O)N1CCC(c2nn(-c3ccc(F)cc3)c(=O)[nH]2)CC1,i
CNC(=O)c1cccc(-c2cnc(Nc3ccccc3)c3c2CCO3)c1,-22.7%[44.1 µM]
CNC(=O)[C@H]1C[C@H](Oc2ccccc2)CN1C(=O)Nc1cccc(F)c1,-9.3%
CCN(Cc1ccccc1)C(=O)CCNS(=O)(=O)c1ccc2c(c1)CC(C)N2C(C)=O (stereo not drawn),-18.0%
Cc1noc(-c2cn(C3CCN(C(=O)C4(c5ccccc5)CC4)CC3)nn2)n1,12.0%
COc1cccc(OC)c1C(=O)Nc1ccc(-c2nc3ncccc3o2)cc1,-9.9%
COc1ccc(-c2cn3c(n2)sc2cc(C(=O)Nc4ccc(C)c(Cl)c4)ccc23)cc1,6.31µM*
Cc1ccc(CNC(=O)CN2C(=O)C(c3ccccc3)=NC23CCCCCC3)cc1,i
Cc1ccc(OCc2ccc(-c3nc(C#N)c(N4CCN(c5cccc(Cl)c5)CC4)o3)o2)cc1,-7.8%
COc1ccc(C[C@H](NC(=O)[C@@H]2C[C@H](NC(=O)Nc3cccc(SC)c3)CN2C(=O)C=C(C)C)C(N)=O)cc1,i
COc1ccc(-c2cc(N3CCC(NC(=O)Cc4cccc(OC)c4)CC3)n[nH]2)cc1,-2.8%
COc1ccc(C)cc1NC(=O)[C@H]1CCC[C@H]1NC(=O)c1cnc(C)cn1,-3.9%
Cc1cnc(CC2CCN(C(=O)C(C)c3ccccc3)CC2)n1Cc1ccc(F)cc1 (stereo not drawn),2.24µM*
O=C(NCCCO)C1CC(=O)N(c2n[nH]c3cc(Br)ccc23)C1 (stereo not drawn),?
COc1ccccc1/C=C/c1nc(C#N)c(NCC(C)C)o1,-11.9%
Cc1ccc(Nc2ncc(C(=O)N3CCN(c4cccc(Cl)c4)CC3)c3ccccc23)cc1Cl,i
COc1ccc2c(c1)CCN=C2C[C@H]1CN(C(=O)c2c(C)noc2C)CC[C@H]1CC(=O)O,19.1%
O=C(O)COc1ccc(-c2nccc3c2C(=O)N(Cc2ccccc2)CC(COc2ccc4cccnc4c2)O3)cc1 (stereo not drawn),i
CCCCCC(=O)N1CC[C@@H](CC(=O)N(C)CCC#N)[C@@H](CC)C1,-7.7%[44.1 µM]
Cc1ccc(Nc2nnc(-c3ccc(C)c(S(N)(=O)=O)c3)c3ccccc23)cc1,?
CNC(=O)[C@@H]1CN(C(=O)c2cc3ccc(OC)cc3[nH]2)C[C@H]1c1n[nH]c(C)n1,-17.2%
COc1ccc(OC2CN(CC3CCCCC3)C2)cc1,?
CC1=C(C(=O)Nc2cccnc2)C(c2ccc(F)cc2)n2nc(-c3cccc(C)c3)nc2N1 (stereo not drawn),?
O=C1COc2ccc(-c3ccsc3)nc2CN1Cc1ccc(C(F)(F)F)cc1,7.94µM*
O=C(CCCc1ccccc1)Nc1ccnn1C1CCN(C(=O)c2ccccc2F)CC1,-23.0%
COc1ccc(CCNC(=O)c2cc(-c3ccc(C)cc3)nc3n[nH]c(-c4ccc(F)cc4)c23)cc1OC,59.4%[activator]

# Rewritten with tabs: entries from further up
Molecule	Pf Dd2 inh
O=C(NCCCO)C1CC(=O)N(c2n[nH]c3cc(Br)ccc23)C1 (stereo not drawn)	?
COc1ccccc1/C=C/c1nc(C#N)c(NCC(C)C)o1	-11.9%
Cc1ccc(Nc2ncc(C(=O)N3CCN(c4cccc(Cl)c4)CC3)c3ccccc23)cc1Cl	i
COc1ccc2c(c1)CCN=C2C[C@H]1CN(C(=O)c2c(C)noc2C)CC[C@H]1CC(=O)O	19.1%
O=C(O)COc1ccc(-c2nccc3c2C(=O)N(Cc2ccccc2)CC(COc2ccc4cccnc4c2)O3)cc1 (stereo not drawn)	i
CCCCCC(=O)N1CC[C@@H](CC(=O)N(C)CCC#N)[C@@H](CC)C1	-7.7%[44.1 µM]
Cc1ccc(Nc2nnc(-c3ccc(C)c(S(N)(=O)=O)c3)c3ccccc23)cc1	?
CNC(=O)[C@@H]1CN(C(=O)c2cc3ccc(OC)cc3[nH]2)C[C@H]1c1n[nH]c(C)n1	-17.2%
COc1ccc(OC2CN(CC3CCCCC3)C2)cc1	?
CC1=C(C(=O)Nc2cccnc2)C(c2ccc(F)cc2)n2nc(-c3cccc(C)c3)nc2N1 (stereo not drawn)	?
O=C1COc2ccc(-c3ccsc3)nc2CN1Cc1ccc(C(F)(F)F)cc1	7.94µM*
O=C(CCCc1ccccc1)Nc1ccnn1C1CCN(C(=O)c2ccccc2F)CC1	-23.0%
COc1ccc(CCNC(=O)c2cc(-c3ccc(C)cc3)nc3n[nH]c(-c4ccc(F)cc4)c23)cc1OC	59.4%[activator]

# Later entries:
SMILES,Pf Dd2 inh
COc1ccc(CCNC(=O)Cn2c(C)c3cnn(-c4ccccc4)c(=O)c3c2C)cc1OC,-4.3%
O=C(CC[C@@H]1CNC(=O)[C@@H]2C[C@H](NC(=O)c3ccccc3)CN12)NCc1ccc(F)cc1,-12.5%
COc1ccc(NC(=O)CSc2nc(-c3ccc(OC)cc3)[nH]c2-c2ccc(OC)cc2)cc1,?
O=C(CNC(=O)c1ccc(F)cc1)OCc1cc(=O)n2nc(C3CCCCC3)sc2n1,3.1%
CCC1=C(C(=O)OC)C(c2ccccc2F)N2C(CC(=O)NCC3CCCO3)=CSC2=N1 (stereo not drawn),?
Cc1cc2nc3n(c(=O)c2n1CC(=O)NC1CCCC1)CCCCC3,i
CCCN(CC1CCOC1)S(=O)(=O)c1ccc(C)c(C)c1 (stereo not drawn),?
O=C(c1ccc2c(c1)OCO2)N1CCC(N2CC3CC(C2)[C@H]2CCCC(=O)N2C3)CC1 (stereo partly drawn),-4.1%
COc1ccc(CN2CC3(CCN(C(=O)CCc4nc5ccccc5[nH]4)CC3)C2=O)cc1,i
O=C(Nc1cccc(Cl)c1Cl)c1cc(S(=O)(=O)N2CCC3(CC2)OCCO3)ccc1F,i
Cc1ccn2c(=O)c(C(=O)NC(C)c3ccccc3)c(O)nc2c1 (stereo not drawn),-25.1%
Cc1ccccc1CN1CCc2ncc(C(=O)NCCC(C)C)n2CC1,?
Cc1cc(C(=O)NCCc2csc(-c3cccnc3)n2)cc(S(N)(=O)=O)c1C,?
CC(=O)c1cccc(NC(=O)c2ccc3c(c2)c(C)c(C)n3Cc2ccc(Cl)cc2)c1,?
O=C(Nc1ccc([C@H]2OCC(=O)N(Cc3ccc(F)cc3)[C@@H]2CO)cc1)C1CC1,-10.0%[44.1 µM]
CCOCCOC1CCN(C(=O)COc2ccccc2)CC1,29.8%
Cc1ccc(Cl)cc1NC(=O)CSC1=Nc2ccccc2C2=NC(Cc3ccccc3)C(=O)N12 (stereo not drawn),?
CC1(c2ccccc2)N(Cc2ncccn2)C(=O)OC12CCN(Cc1cccc(OC(F)(F)F)c1)CC2 (stereo not drawn),i
O=C(c1ccccc1OCC1CCCN(Cc2ccc(F)cc2)C1)N1CCCCC1 (stereo not drawn),?
Cc1oc(-c2ccccc2)nc1CC(=O)N1Cc2ccccc2C(O)C1 (stereo not drawn),-2.2%
CN1Cc2cccn2CC1CNC(=O)c1ccccc1 (stereo not drawn),11.2µM*
CC(=O)N1CCCc2cc(S(=O)(=O)N3CCC(C(=O)N(Cc4ccccc4)C(C)C)CC3)ccc21,106.1%[activator][5.79 µM]
CC(C)Oc1ccc(CNC(=O)c2ccc3c(c2)nc2n3CCOC2)cc1,3.4%
COC(=O)CNC(=O)N1CCCN(S(C)(=O)=O)C(c2ccccc2)CC(=O)NCC1 (stereo not drawn),0.0%
CCCCn1c(C(C)NC(=O)c2ccccc2)nc2ccccc21 (stereo not drawn),i
COc1cc2c(=O)c(S(=O)(=O)c3ccc(F)cc3)cn(Cc3ccc(Cl)cc3)c2cc1OC,?
CCOC(=O)C1=C(CN2CCN(c3ccccc3)CC2)NC(=O)NC1c1ccc(C)cc1 (stereo not drawn),?
COc1ccc(-c2cc([C@H]3CN4CC[C@H]3C[C@@H]4CN)nc(C)n2)cc1OC,11.2µM*
COc1ccnc(-c2nnc3ccc(N(C)Cc4ccccc4)nn23)c1,?
O=C1NC2(CCN(CC3CCCCC3)CC2)COc2ccccc21,10µM*
O=C(CC1CCCC1)N1CCC(N2CC(OCC3CC3)C23CCOCC3)CC1 (stereo not drawn),i
CCc1ccc2oc(C(=O)Nc3ccccc3OC)cc(=O)c2c1,i
COc1ccc(C(=O)Nc2ccc3oc(-c4cc(Cl)ccc4Cl)nc3c2)cc1Br,53.3%[activator]
Cc1cc(=O)n(CC(=O)NCc2ccccc2Cl)c(N(C)Cc2ccccc2)n1,i
Cc1ccc(-c2nc(-c3nnn4c3COC(c3ccc(Cl)cc3)C4)no2)cc1 (stereo not drawn),36.7%[activator]
O=C1CCN(C(=O)NCCc2ccccc2)CCCC(c2nc(-c3cccnc3)no2)CCN1 (stereo not drawn),i
CNC(=O)C1(N2CCC[C@H]2C(=O)N2CCCCC2)COC1,18.3%[44.1 µM]
COC1CCOC2(CCN(C(=O)c3ccc4ccccc4n3)CC2)C1 (stereo not drawn),11.1%
CC1(C(=O)NCc2cccnc2)CCCc2cnc(NCc3ccccc3)nc21 (stereo not drawn),i
COc1cccc([C@H]2CN(C(=O)c3ccc4cc[nH]c4c3)C[C@@H]2N)c1,-15.9%

# Brought forward from above: two compounds, then new ones.
SMILES,Pf Dd2 inh
CC1(C(=O)NCc2cccnc2)CCCc2cnc(NCc3ccccc3)nc21 (stereo not drawn),i
COc1cccc([C@H]2CN(C(=O)c3ccc4cc[nH]c4c3)C[C@@H]2N)c1,-15.9%
CCC(=O)N1CC(N(CC)C2CCOCC2)C1,14.2%
Cn1c(Cn2cccn2)nnc1C1CC(Nc2ncnc3sccc23)C1 (stereo not drawn),-7.2%
O=C(c1ccco1)N1Cc2[nH]cnc2C[C@H]1c1nc(-c2ccncc2)no1,?
Cc1cccc(C(=O)Nc2c(C(=O)NCc3ccc(Cl)cc3)sc3nc(C)cc(C)c23)c1,?
COc1ccc2[nH]c3c(c2c1)CCNC31CCN(Cc2ccc(C)o2)CC1,?
COCC1CN(C2CCC2)CC12CCN(C(=O)C1(c3ccccc3)CC1)CC2 (stereo not drawn),?
Cc1ccc(Cl)cc1N1CCN(C(=O)c2ccc3c(Cl)c4c(nc3c2)CCCC4)CC1,?
CC(=O)c1ccc(NC(=O)N2C[C@@H]3C[C@H](C2)c2ccc(NC(=O)Nc4cccc(F)c4)c(=O)n2C3)cc1,-8.1%
COc1ccc(NC(=O)N2CCCC2c2nncn2C2CCCC2)c(OC)c1 (stereo not drawn),-7.4%
COc1ccc(NC(=O)c2cc(=O)c3ccc(C)c(C)c3o2)cc1Cl,67.9%[activator]
CC(C)C1=NOC2(CCN(Cc3ccc(F)cc3)C2)C1 (stereo not drawn),?
COc1ccc2c(c1)cc(CNc1ccc(OC)c(OC)c1)c(=O)n2CC(=O)Nc1ccc(F)cc1,-12.5%
CN(CC1CCCN(CCc2cccc(C(F)(F)F)c2)C1)C(=O)c1ccc2[nH]ccc2c1 (stereo not drawn),10µM*
CCOc1ccc(CC(=O)N2CCC(Oc3ncccc3C(=O)N3CCCCC3)C2)cc1 (stereo not drawn),-2.9%
NCCc1cccc(CN2CCCC(CO)(CC3CC3)C2)c1 (stereo not drawn),?
CCC(=O)N1CC(n2cc(C(=O)NCC3CC3)nn2)C1,-5.4%
CCc1n[nH]c(CC2CCN(C(=O)c3ccc(OC)c(OC)c3)CC2)n1,-11.5%
O=c1cc(-c2ccc(F)cc2)nc(SCc2nc(-c3ccc(Cl)cc3)no2)[nH]1,i
O=C(Cn1c(=O)n(Cc2nc(-c3ccccc3)no2)c(=O)c2ccccc21)Nc1cccc(C(F)(F)F)c1,?
NC(=O)[C@H](CC1CCCCC1)NC(=O)[C@H]1CN(C(=O)C2CCNCC2)CCN1C(=O)NC1CCCCC1,-22.3%
O=C(CSc1ncc(-c2ccccc2)[nH]1)Nc1ccc(Cl)cc1,16.2%
Cc1ccc(OCC(=O)NCc2c(C)ncc3c2CCNC3)cc1C,i
O=C(c1ccc(Cl)cc1)N1CC2(CCCN(Cc3cccnc3)C2)Cc2ccccc21 (stereo not drawn),?
O=C(c1cccc2[nH]ccc12)N1CCC(N2C(=O)C(OCC3CC3)C23CCOCC3)CC1 (stereo not drawn),-22.9%
O=C(Cn1nc2n(c1=O)CCCC2)NCc1ccccc1Cl,i
C[C@H](C(=O)N1CCSCC1)C1CC[C@@]2(C)Cc3sc(Nc4c(Cl)cccc4Cl)nc3[C@@H](C)[C@@H]2[C@H]1O (stereo partly drawn),-14.3%
CCOc1cccc(C(=O)N(Cc2ccc(C(C)C)cc2)C2CCS(=O)(=O)C2)c1 (stereo not drawn),?
Clc1cccc(CN2CC[C@H](c3nc4ccccc4o3)C2)c1,?
CCCCNC(=O)CC1CCN(c2ccnc(NCC)n2)CC1,i
COc1ccc(CN2CCC(N3Cc4ccccc4C3=O)CC2)cc1,-9.2%
COc1cccc(C(=O)N2C[C@@H]3CCN(C)C[C@]3(C(=O)O)C2)c1C,3.1%
C=CCOC(=O)C1=C(C)N=C2SC=C(CC(=O)N3CCCC3)N2C1c1ccc(F)cc1 (stereo not drawn),?
COc1cc2c(cc1OC)C(CNC(=O)c1cccs1)N(C(=O)Nc1ccccc1)CC2 (stereo not drawn),8.91µM*
CN(C)c1cccc(C(=O)N2CCC[C@H]2c2nc(-c3ccc(F)cc3)no2)c1,17.3%
CN(C(=O)CN1CCOCC1)C1CCc2nn(C)c(=O)n2CC1 (stereo not drawn),24.0%
O=C1CCN(S(=O)(=O)c2ccccc2)CCCN(S(=O)(=O)c2cccc(F)c2)CCN1,?
COc1cc(OC)cc(C(=O)Nc2ccc3nc(N4CCC(C)CC4)cc(C)c3c2)c1,?
